Compound activity: PubChem BioAssay, National Center for Advancing Translational Sciences (NCATS)
rTrxR1 inhibitor: qHTS Assay for Inhibitors of Mammalian Selenoprotein Thioredoxin Reductase 1 (TrxR1): qHTS. Thioredoxin reductase 1, cytoplasmic (Rattus norvegicus), O89049. recombinant rTrxR1, NADPH fluorescence consumption, selenite substrate. Potency, µM (highest dose often 114 µM), for the others: top-dose activity change, negative = inhibition, usual class: inhibitors. 1% of 390,000 active; further: on the % scale 0 is the no-effect control and ±100 the full control effect; nearly all actives have a fitted effect of over 65% in size
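Rat TrxR1 (90 nM in the dispensed reagent) was pre-reduced with 400 uM NADPH for 5 min at room temperature, then incubated with compound for 15 min. After 400 uM selenite was added, NADPH fluorescence (Ex 340/Em 450 nm) was followed for 8 min.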
JMJD2A Tudor: qHTS Assay for Inhibitors of JMJD2A-Tudor Domain; Potency, µM (series often up to 114 µM), inactives show at the top dose activity change, negative = inhibition, hits mostly inhibitors; Lysine-specific demethylase 4A (Homo sapiens), O75164; 4.4% of 390,000 active; AlphaScreen JMJD2A-Tudor / H3K4me3 peptide binding; further: on the % scale 0 is the no-effect control and ±100 the full control effect; nearly all actives have a fitted effect of over 50% in size
Target sequence (O75164 whole entry, looked up, the tested form may be a part): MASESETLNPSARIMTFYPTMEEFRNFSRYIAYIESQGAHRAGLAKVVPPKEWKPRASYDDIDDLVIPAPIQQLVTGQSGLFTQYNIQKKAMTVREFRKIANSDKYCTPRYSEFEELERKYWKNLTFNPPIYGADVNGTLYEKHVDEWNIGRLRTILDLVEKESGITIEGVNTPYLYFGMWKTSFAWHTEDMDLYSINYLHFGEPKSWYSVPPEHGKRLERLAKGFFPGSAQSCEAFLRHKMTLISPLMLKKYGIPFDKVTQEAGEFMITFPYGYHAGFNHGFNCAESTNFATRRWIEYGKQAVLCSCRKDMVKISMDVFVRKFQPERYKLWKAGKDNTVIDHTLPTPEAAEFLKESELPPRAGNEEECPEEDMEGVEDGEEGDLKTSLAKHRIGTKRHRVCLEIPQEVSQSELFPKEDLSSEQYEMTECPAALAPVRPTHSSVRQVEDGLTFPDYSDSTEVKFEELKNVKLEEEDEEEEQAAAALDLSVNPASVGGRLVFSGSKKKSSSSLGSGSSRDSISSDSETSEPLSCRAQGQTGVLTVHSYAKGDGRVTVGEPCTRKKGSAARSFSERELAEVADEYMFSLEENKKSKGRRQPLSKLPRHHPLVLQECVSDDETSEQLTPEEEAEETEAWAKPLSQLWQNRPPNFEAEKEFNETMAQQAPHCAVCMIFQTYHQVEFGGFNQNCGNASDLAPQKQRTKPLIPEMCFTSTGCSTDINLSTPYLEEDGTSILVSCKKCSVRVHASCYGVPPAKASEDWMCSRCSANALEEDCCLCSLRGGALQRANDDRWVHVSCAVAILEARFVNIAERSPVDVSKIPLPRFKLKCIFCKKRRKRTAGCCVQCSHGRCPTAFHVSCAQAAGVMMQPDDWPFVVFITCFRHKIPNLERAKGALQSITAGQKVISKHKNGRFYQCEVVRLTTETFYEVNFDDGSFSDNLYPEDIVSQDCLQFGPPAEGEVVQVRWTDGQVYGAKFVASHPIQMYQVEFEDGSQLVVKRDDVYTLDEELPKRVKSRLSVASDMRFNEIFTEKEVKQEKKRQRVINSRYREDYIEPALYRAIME
RGS4 inhibitor: Inhibitors of Regulator of G Protein Signaling (RGS) 4: qHTS | Regulator of G-protein signaling 4 (Homo sapiens), P49798 | Transcreener GDP fluorescence polarization, RGS4-accelerated GTP hydrolysis | Potency, µM (titrated, usually from 114 µM), inactives show top-dose activity change, negative = inhibition, actives largely listed as inhibitors | 0.039% of 390,000 active | AID 504845, 2011; further: on the % scale 0 is the no-effect control and ±100 the full control effect; nearly all actives have a fitted effect of over 75% in size; some results filed as inactive show a strong effect at the top dose
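MLSMR compounds (23 nl, pin-transferred) preincubated 10 min at room temperature with a 500nM (2x) first reagent, then RGS4 at 900nM (2x) plus Transcreener GDP mix added; fluorescence polarization (620/688 nm) read before and after 90 min at 30 °C.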
12-LOX inh: Primary qHTS assay for inhibitors of human arachidonate 12S-lipoxygenase (ALOX12): Round 2 | Polyunsaturated fatty acid lipoxygenase ALOX12 (Homo sapiens), P18054 | purified 12hLO, xylenol orange hydroperoxide absorbance | Potency, µM (titrated, usually from 108 µM), for inactives: at the top dose activity change, negative = inhibition, actives largely listed as inhibitors | 1.1% of 580,000 active | AID 1671190, 2021; further: on the % scale 0 is the no-effect control and ±100 the full control effect
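Hydroperoxide product was detected by ferrous iron/xylenol orange as the 573 to 405 nm absorbance ratio. Arachidonic acid at 40 uM (final) was turned over for 30 min at room temperature by 150 nM human 12hLO, pH 7.0 Hepes buffer, after 15 min compound preincubation.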
Pin1 inhibitor: qHTS Assay to Find Inhibitors of Pin1. Peptidyl-prolyl cis-trans isomerase NIMA-interacting 1 (Homo sapiens), Q13526. Pin1 FP peptide displacement, HiFluor488, 10 min. Potency, µM (titrated, usually from 115 µM), for inactives: top-dose activity, negative = inhibition, actives largely listed as inhibitors. 0.009% of 390,000 active; active means well fitted inhibition curve with a large enough effect in the polarisation, with a control signal flat, not every such curve was filed as active; inconclusive means small, poorly fitted or top-dose-only effect, or effect the other way, or a change in a side signal; inactive means no such curve, though single readings can be large or run the other way; the % refers to the polarisation; further: on the % scale 0 is the no-effect control and ±100 the full control effect
GLS inh: qHTS for Inhibitors of Glutaminase (GLS); 0.21% of 410,000 active; GLS enzymatic activity, qHTS titration; Glutaminase kidney isoform, mitochondrial (Homo sapiens), O94925; AID 624170, 2012; Potency, µM (titrated, usually from 45.5 µM), for inactives: top-dose activity change, negative = inhibition, actives largely listed as inhibitors; further: on the % scale 0 is the no-effect control and ±100 the full control effect
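Coupled fluorescence readout: glutamate oxidase/HRP/Amplex Red detect glutamate formed by hKGA from L-glutamine (1 mM solution added). Buffer 45 mM KH2PO4 pH 8.2, 0.02% Tween-20; reads at t0 and 30 min RT.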
HP1b chromo inh: HTS for Inhibitors of HP1-beta Chromodomain Interactions with Methylated Histone Tails; 0.56% of 390,000 active; AID 540317, 2011; Potency, µM (series often up to 114 µM), for the others: at the highest dose activity change, negative = inhibition, usual class: inhibitors; AlphaScreen HP1-beta / biotin-H3K9me3 peptide binding; Chromobox protein homolog 1 (Homo sapiens), P83916; further: nearly all actives have a fitted effect of over 70% in size; inactives centre near 23
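HP1-beta protein (50 nM final) preincubated 30 min at room temperature with biotinylated H3(1-18)K9me3 peptide (50 nM) in PBS pH 7.4, 0.01% Tween-20, then compound added for 30 min. AlphaScreen streptavidin donor/nickel chelate acceptor beads (10 ug/mL final), 30 min dark, luminescence read.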
ERG Ets-DNA blk: qHTS for Small Molecule Inhibitors of the ERG Ets/DNA interaction | fluorescence polarization, His-ERG Ets domain / labelled DNA | Potency, µM (series often up to 76.9 µM), without a hit: at the highest dose FP activity, negative = inhibition, usual class: inhibitors | 0.028% of 370,000 active | AID 624246, 2012; active means well fitted inhibition curve with a large enough effect in the polarisation, with a control signal flat; inconclusive means small, poorly fitted or top-dose-only effect, or effect the other way, or a change in a side signal; inactive means no such curve, though single readings can be large or run the other way; the % refers to the polarisation;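 further: polarization taken with two DNA probes labelled with fluorescein and Texas red; % of control where 0% means no effect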
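His-tagged ERG Ets domain (1 uM in the protein solution; 300mM KCl, 50mM Tris-HCl, 1mM EDTA, 1mM DTT, pH 7.5) received compound, then a probe mix of 5 nM fluorescein-DNA and 100nM Texas-615-DNA. Fluorescence polarization was read for both dyes.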
Tb PGK inh: qHTS Assay to Find Inhibitors of Phosphoglycerate Kinase | Phosphoglycerate kinase, glycosomal (Trypanosoma brucei brucei), P07378 | Potency, µM (doses to about 57.5 µM), without a hit: at the top dose activity change, negative = inhibition, most hits filed as inhibitors | PGK/GAPDH coupled, Kinase-Glo luminescence, 60 min | 0.043% of 380,000 active; further: on the % scale 0 is the no-effect control and ±100 the full control effect; nearly all actives have a fitted effect of over 60% in size
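Recombinant glycosomal PGK reaction used 1,3-bisphosphoglycerate generated in-well by GAPDH (100nM final) in 100mM TEA pH 7.6, 5mM MgCl2, 0.01% Tween-20. After 60 minutes at room temperature, ATP was read by Kinase-Glo Plus luminescence end-point.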
Active calls of the source: *; i = inactive; ? = inconclusive; / = no result given; & = joins results of further samples; [ ] = another dose, or the depositor's remark. Unless noted, the call rests on the fitted dose curve; in most records, active means well fitted curve in the direction sought with a large enough effect; inconclusive means small, poorly fitted or top-dose-only effect, or another doubt; inactive means no such curve, though single readings can be large; an effect the other way counts as inactive or inconclusive. Potency means the concentration at half of the fitted maximal effect.

rTrxR1 inhibitor,JMJD2A Tudor,RGS4 inhibitor,12-LOX inh,Pin1 inhibitor,GLS inh,HP1b chromo inh,ERG Ets-DNA blk,Tb PGK inh,SMILES
3.3%[57.1 µM],?,-24.0%,?,-1.4%,3.8%,-17.0%,8.5%,-3.4%,Cc1ccc(Cl)cc1NC(=S)NCc1cccn1C
17.0%[57.1 µM],-24.7%,-7.6%,-13.6%,-1.5%,1.8%,9.9%,3.1%,-1.2%,Cn1c(=O)c([N+](=O)[O-])c(NCC(O)c2ccccc2)c2ccccc21 (stereo not given)
-1.9%[57.1 µM],-11.8%,8.4%,?,-3.1%,1.8%,6.1%,-2.4%,0.6%,CN(C)C(=O)C1Cc2ccccc2CN1S(=O)(=O)c1cccs1 (stereo not given)
16.1%,-24.9%,16.1%,-10.6%,5.3%,1.1%,6.9%,0.5%,-6.0%,COc1cc(Cl)c(C)cc1NC(=O)CCc1c(C)nc2cc(-c3cccc(F)c3)nn2c1C
-31.5%,-6.1%,24.2%,1.8%,0.8%,3.0%,9.3%,2.0%,-1.9%,O=C(O)CCC(=O)N1CCN(c2ccccn2)CC1
?,-8.0%,-4.9%,103.5%[activator],4.9%,2.9%,29.4%,4.0%,-8.4%,CC(C)(C)C(=O)Nc1ccccc1C(=O)NCc1ccco1
3.0%,6.3%,11.5%,-10.1%,-6.3%,-7.1%,32.6%,12.9%,i,CC(C)(C)NC(=O)C(c1ccc(O)cc1)N(C(=O)CCC(=O)Nc1nccs1)c1cccc(F)c1 (stereo not given)
6.2%[57.1 µM],-14.1%,6.7%,0.0%,4.4%,35.8%[activator],12.8%,1.8%,3.2%,CCN(CC)c1nc(Oc2ccc(C(=O)NN)cc2)nc(Oc2ccc(C(=O)NN)cc2)n1
3.3%[57.1 µM],-35.9%,-19.6%,18.6%,-10.6%,6.5%,2.0%,5.3%,-3.1%,CC1(C)C(=O)Nc2ccccc2N1C(=O)COC(=O)c1cc(S(=O)(=O)N2CCOCC2)ccc1F
15.2%,2.8%,4.9%,18.7%,0.2%,1.0%,21.2%,3.3%,10.1%,O=C(COC(=O)c1ccccc1Br)NC1CCCC1
-2.5%[57.1 µM],-26.6%,7.3%,/,63.1%[activator],-4.9%,13.4%,4.6%,i,C/C(CCN1CCc2nc(-c3ccccc3)c(-c3ccccc3)cc2C1)=N\OC[C@@H](C)[C@H](OCc1ccccc1)C(C)C
?,-8.2%,-4.5%,-9.0%,36.0%[activator],-8.4%,40.6%[activator],0.0%,i,CCCCCCCCNC(=O)CC(NS(=O)(=O)c1ccc(NC(C)=O)cc1)C(C)C (stereo not given)
10.2%[57.1 µM],-15.0%,-10.3%,0.0%,-9.3%,9.9%,35.0%[activator],-2.5%,-8.0%,CCOC(=O)N1CCN(C(=O)Cc2ccc(-n3c(=O)[nH]c4ccccc4c3=O)cc2)CC1
22.5%,0.7%,-20.0%,51.5%[activator],-2.5%,-19.0%,30.8%,-1.4%,7.8%,COc1ccc(CNC(=O)c2ccc3oc(C(C)C)nc3c2)cc1
3.0%,-9.0%,4.6%,?,-0.4%,12.5%,19.5%,-7.4%,-6.9%,Cc1c(CC(=O)N2CCCCC2)c(=O)oc2c(C)c(O)ccc12
-5.2%,11.7%,-2.7%,?,1.3%,3.9%,66.8%[activator],-0.3%,-4.0%,CC(=O)NS(=O)(=O)c1ccc(N2C(=O)CC(Sc3nccc(C)n3)C2=O)cc1 (stereo not given)
11.2%,-18.3%,-13.2%,-7.3%,-1.9%,-4.7%,31.4%,-1.1%,-7.0%,O=C(CSc1nc2ncc(Cl)cc2[nH]1)NCC(=O)Nc1ccc(F)c(F)c1F
4.0%,-6.1%[57.1 µM],-15.5%[56.9 µM],?,2.9%,-3.4%,47.5%[activator],1.7%,-7.0%,Cc1ccc(C(C)C)c(OCc2nnc3n2CCCCC3)c1
19.7%,-15.9%,-31.5%,5.7%,3.1%,8.4%,34.6%,4.3%,9.5%,CC1CCN(C(=O)c2ccccc2SCC(=O)NCC2CCCCC2)CC1
5.7%[57.1 µM],8.4%,-15.5%,-3.7%,?,5.4%,36.4%,-4.0%,i,CCOc1ccc2nc(SCC(=O)N3CCCCCC3)c(C#N)cc2c1
6.9%[57.1 µM],-10.1%,12.9%,-11.2%,3.0%,11.8%,14.9%,-10.7%,-3.4%,O=C1CCCN1c1cc(Cl)cc(Cl)c1
16.3%,-21.9%,0.8%,?,1.1%,-0.8%,-2.8%,8.6%,/,COCCCNc1oc(-c2ccccc2Cl)nc1C#N
8.1%[57.1 µM],?,-20.8%,?,10.7%,27.3%,18.4%,0.9%,-7.9%,CSc1cccc(Nc2cc(C(=O)NCCCN(C)c3ccccc3)c3ccccc3n2)c1
9.9%,-0.7%,-3.5%,?,44.8%[activator],4.1%,83.1%[activator],5.1%,0.3%,CCC(C)Sc1oc(-c2ccco2)nc1S(=O)(=O)c1ccc(C)cc1 (stereo not given)
8.4%[57.1 µM],-9.5%,11.6%,33.8%[activator],-12.0%,-3.2%,26.5%,2.0%,-2.0%,CCOC(=O)Cn1nc(/C=C/c2ccc(C)cc2)ccc1=O
101.6%[activator][57.1 µM],-18.8%,-37.8%,-1.5%,-2.4%,1.4%,25.7%,-0.2%,-1.2%,COc1ccc(Br)cc1C(=O)N/N=C/c1ccc2c(c1)n(C)c(=O)n2C
-0.1%,44.7µM*,4.5%,?,-0.6%,-6.7%,54.5%[activator],-1.4%,13.5%,CCn1c(SC(C)C)nnc1C1CCN(S(=O)(=O)c2ccc(OC)cc2)CC1
27.6%,-11.0%,7.8%,0.0%,18.2%,0.6%,40.0%[activator],-3.6%,-5.8%,Cc1ccc2nc(Nc3ccc(Cl)cc3)c3nncn3c2c1
27.5%,-7.3%,15.2%,13.8%,-0.1%,6.8%,9.1%,/,-1.6%,O=C(NC1CCCCC1)C(c1ccc2ncccc2c1)N(Cc1ccc(F)cc1)C(=O)c1cccs1 (stereo not given)
37.0%[activator][57.1 µM],-16.2%,-14.1%,-6.1%,-1.9%,0.1%,5.0%,3.4%,4.0%,Cc1[nH]c2ccccc2c1C(c1ccncc1)N1CCCCC1 (stereo not given)
15.0%,44.7µM*,-30.6%,0.0%,0.6%,31.1%[activator],-24.0%,-14.5%,-9.9%,COc1cccc(/C=N/N2CCN(c3ccccc3OC)CC2)c1
16.3%,-16.7%,30.0%,-2.1%&-17.0%,-4.5%,9.0%,4.7%,1.8%,-1.5%,CCN(CC)C(=O)COc1ccc(-c2nnc(N3CCCCC3)c3ccccc23)cc1
?,1.4%,-51.8%,?,-1.9%,-0.2%,53.7%[activator],-6.7%,-1.2%,CCCCC[C@H](O)/C=C/C1C(=O)C=C[C@H]1C/C=C\CCCC(=O)OC (stereo not given in full)
-0.2%,1.5%,26.4%,-31.8%,0.8%,4.9%,23.7%,3.0%[15.4 µM],-0.2%,CCOc1ccc(NC(=O)COC(=O)c2cc(C)oc2C)cc1
5.3%,-12.1%,26.7%,0.0%,-11.2%,0.0%,23.7%,3.4%,i,Cc1nc(C)c(C(=O)C2=C(O)C(=O)N(CCN(C)C)C2c2ccco2)s1 (stereo not given)
8.0%,-4.6%[11.4 µM],3.6%[11.4 µM],-1.3%,11.3%,-8.3%,110.8%[activator],3.1%,-6.2%,Cc1noc(C)c1COC(=O)CCCOc1ccc(Cl)cc1Cl
-3.9%,-23.3%,10.3%,9.6%,0.5%,1.8%,15.8%,-4.2%,-5.9%,CC(NC(=O)COC(=O)c1ccc(Br)o1)c1ccccc1 (stereo not given)
40.5%[activator][57.1 µM],?,-27.6%,8.9%,5.1%,-1.8%,-8.4%,0.4%,-0.5%,O=C(CN(Cc1cccs1)C(=O)CCC(=O)Nc1ccccn1)NCc1ccccc1

Only part of the results is shown. The share of hits here may be higher or lower than overall.
